# CHRM1 agonist – human M1 muscarinic receptor agonism; P11229; CHO-K1 hM1, Fluo-8 calcium fluorescence, agonist mode; 0% DMSO, 100% acetylcholine EC100; activation, % at 3 µM; 360,000 compounds, 0.33% hits; AID 588814;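 active means activation above the run's mean compound activation plus 3 SD, cut at about 16% in these data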;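 further: peak over basal fluorescence ratio within a 140 s kinetic read after compound addition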
# Target sequence (P11229 whole entry, looked up): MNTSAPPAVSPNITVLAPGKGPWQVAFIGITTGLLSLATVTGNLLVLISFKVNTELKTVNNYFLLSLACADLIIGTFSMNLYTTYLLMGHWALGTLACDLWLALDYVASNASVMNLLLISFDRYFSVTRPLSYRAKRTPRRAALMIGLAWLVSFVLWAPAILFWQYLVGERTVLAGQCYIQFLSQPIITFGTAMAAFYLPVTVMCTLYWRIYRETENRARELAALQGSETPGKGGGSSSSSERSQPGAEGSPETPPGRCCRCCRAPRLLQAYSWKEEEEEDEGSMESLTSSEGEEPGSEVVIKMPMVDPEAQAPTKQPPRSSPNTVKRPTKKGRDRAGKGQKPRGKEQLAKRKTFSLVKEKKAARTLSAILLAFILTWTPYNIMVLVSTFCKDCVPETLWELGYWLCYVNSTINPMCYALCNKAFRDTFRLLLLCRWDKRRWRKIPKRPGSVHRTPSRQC
# CHRM1 antagonist – blocks human M1 muscarinic receptor. P11229. CHO-K1 hM1, Fluo-8 calcium fluorescence, ACh EC80 antagonist. inhibition, % at 3 µM. 360,000 compounds, 1.3% hits. AID 588852;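 active means percent inhibition above its own plate's cutoff, namely the mean of that plate's compound wells plus 3 SD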;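 further: peak over basal fluorescence ratio during 140 s after agonist addition; 0% = ACh EC80 plus DMSO and 100% = DMSO alone without agonist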
# CHRM1 PAM – positive allosteric modulators of human M1 muscarinic receptor; P11229; activation, % at 3 µM; 360,000 compounds, 0.088% hits; CHO-K1 hM1, Fluo-8 calcium fluorescence, ACh EC20; 0% = ACh EC20, 100% = maximal ACh; in the data active means activation above about 19%, passing the limit was not always enough
# CHRM4 agonist – CHRM4 agonism in calcium assay; P08173; CHO-K1 hM4/Gqi5, Fluo-8 calcium fluorescence; vehicle 0%, full acetylcholine response 100%; activation, % at 3 µM; 360,000 compounds, 0.14% hits; AID 624127;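 active means activation above the run mean over all test wells plus 3 SD, cut at about 32% in these data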;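 further: peak over basal fluorescence ratio per well then scaled between controls; 0% = DMSO wells and 100% = acetylcholine at EC100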
# Target sequence (P08173 whole entry, looked up): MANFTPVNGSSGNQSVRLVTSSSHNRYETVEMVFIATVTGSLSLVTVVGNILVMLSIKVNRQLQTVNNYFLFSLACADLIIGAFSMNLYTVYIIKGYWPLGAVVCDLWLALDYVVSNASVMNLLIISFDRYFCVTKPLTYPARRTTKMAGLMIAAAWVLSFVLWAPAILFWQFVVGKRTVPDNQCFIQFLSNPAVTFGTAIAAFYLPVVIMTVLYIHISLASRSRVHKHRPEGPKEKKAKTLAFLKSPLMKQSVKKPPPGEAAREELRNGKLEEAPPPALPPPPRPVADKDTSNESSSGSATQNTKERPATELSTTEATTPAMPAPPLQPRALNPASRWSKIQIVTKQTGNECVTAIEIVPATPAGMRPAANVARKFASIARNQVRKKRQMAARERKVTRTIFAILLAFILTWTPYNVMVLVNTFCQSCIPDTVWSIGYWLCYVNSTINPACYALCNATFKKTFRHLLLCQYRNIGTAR
# CHRM5 PAM – positive allosteric modulators of human muscarinic M5 receptor | P08912 | CHO-K1 hM5, Fluo-8 calcium, ACh EC20 PAM; 0% = ACh EC20, 100% = ACh EC100 | activation, % at 3 µM | 360,000 compounds, 0.3% hits | AID 624038;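 active means activation above the run cutoff, the mean activation of all test compounds plus 3 SD, cut at about 18% in these data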
#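 Measured by: Fluo-8 calcium fluorescence; material: human M5 receptor in CHO-K1 cells; schedule: Post-acetylcholine fluorescence recording 140 s; benchmarks: low control EC20 acetylcholine (0%), high control EC100 acetylcholine (100%); read-out: Max/basal fluorescence ratio as % of EC20–EC100 ACh window; compound: single dose, 3 µM nominal final test concentration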
# TAAR1 ag – human TAAR1 agonism. Q96RJ0. CHO RD-HGA16 TAAR1, Fluo-8 calcium fluorescence; vehicle wells 0%, saturating PEA agonist 100%. activation, % at 3 µM. 360,000 compounds, 0.99% hits. AID 624467;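 active means activation above the mean activation of all test compounds in the run plus 3 SD, cut at about 38% in these data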
#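 Test system: RD-HGA16 (CHO) cells co-expressing Gα16 and hTAAR1 / Benchmarks: DMSO vehicle as 0%, PEA at EC100 as 100% / Repeats: no replicates (n 1) / Measure: % activation from peak over basal fluorescence ratio, DMSO-to-PEA scaled / Timing: 17-24 h plating, Fluo-8 75 min 37 °C, 30 min RT / Technique: kinetic Fluo-8 calcium fluorescence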
# M4 antag – antagonists of human muscarinic M4 receptor (CHRM4). inhibition, % at 3 µM. AID 624125. CHO-hM4 cells, ACh EC80, Fluo-8 calcium fluorescence. 360,000 compounds, 0.73% hits;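 active means inhibition above its plate's cutoff, the mean inhibition of sample wells plus 3 SD, cut at about 27% in these data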;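 further: 0% = acetylcholine EC80 with DMSO and 100% = DMSO without agonist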
# CHRM5 antagonist – CHRM5 antagonism in calcium assay; P08912; CHO-hM5 cells, Fluo-8 calcium fluorescence, ACh EC80; inhibition, % at 3 µM; 360,000 compounds, 0.59% hits; AID 624040;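 active means inhibition above a per-plate cutoff, the mean of that plate's test compounds plus 3 SD, cut at about 27% in these data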;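 further: 0% = acetylcholine EC80 with DMSO and 100% = DMSO without agonist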
# M5 ag – agonists of human muscarinic M5 receptor (CHRM5); P08912; CHO-K1 hM5 cells, Fluo-8 calcium fluorescence; 0% DMSO wells, 100% maximal acetylcholine response; activation, % at 3 µM; 360,000 compounds, 0.19% hits;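 active means activation above the run's mean over test compounds plus 3 SD, cut at about 23% in these data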;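 further: signal is peak over basal fluorescence ratio across the kinetic read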
# Starred values were filed as active, the others as inactive; . = no result given. The list is partial; the hit share may differ from the screen's.
1. Cc1ccc(S(=O)(=O)/N=C2\C(=O)c3ccccc3C([O-])=C2n2cc[n+](CCC(C)C)c2)cc1
2. Cc1ccc(C(=O)NNC(=O)c2ccccc2-n2cccc2)cc1
3. CSc1ccccc1C(=O)NCc1ccc(C)cc1
4. C1=C(c2cc3ccccc3cn2)CCCC1
5. CC(C)c1c(C(=O)N/N=C/c2ccsc2)nnn1-c1nonc1N
6. O=C1CC(c2ccccc2)Cc2nc3ncnn3cc21 (stereo not drawn)

assay / compound	1	2	3	4	5	6
CHRM1 agonist	-6	0	-2	-5	28*	-3
CHRM1 antagonist	-6	-9	13	-4	17	6
CHRM1 PAM	-1	10	-2	5	-7	-10
CHRM4 agonist	0	2	-1	1	16	4
CHRM5 PAM	-6	-1	8	-6	-13	4
TAAR1 ag	.	-1	-2	15	105*	6
M4 antag	-1	-4	-3	7	6	-7
CHRM5 antagonist	3	10	5	3	15	3
M5 ag	1	3	-1	1	17	1

7. CCc1ccccc1NC(=O)c1nnn(CC(=O)Nc2cccc(C)c2C)c1N
8. CCOc1ccccc1NC(=O)NC(=O)N(C)S(=O)(=O)c1ccc(C)cc1
9. Nc1nc(NCc2ccco2)nc(Nc2ccccc2)c1[N+](=O)[O-]
10. CCCCCCCCN1[C@@H](CC(=O)O)c2ccc(C(F)(F)F)cc2S1(=O)=O
11. CCOc1ccc(/C=C/C(=O)Nc2ccc(OC)cc2[N+](=O)[O-])cc1
12. O=C(O)CCCCCNC(=O)OCC1c2ccccc2-c2ccccc21

assay / compound	7	8	9	10	11	12
CHRM1 agonist	-3	-5	1	-8	-2	-4
CHRM1 antagonist	-1	-4	-14	-2	2	-7
CHRM1 PAM	-1	12	19	7	-9	8
CHRM4 agonist	2	3	0	4	2	0
CHRM5 PAM	-4	9	8	4	3	1
TAAR1 ag	22	1	5	12	6	0
M4 antag	0	11	4	-10	-2	-11
CHRM5 antagonist	7	-10	3	8	-2	-6
M5 ag	-2	0	5	-1	-3	-1

13. CNS(=O)(=O)c1cccc(C(=O)NCC2(N3CCOCC3)CCCCC2)c1
14. COC(=O)C1=CN(c2ccc(C(C)(C)C)cc2)C(N)=C(C#N)C1c1cccc2ccccc12 (stereo not drawn)
15. OC(COCCOc1ccc(Br)cc1)CN1CCN(Cc2ccccc2)CC1 (stereo not drawn)
16. CCCCN(CC)Cc1ccc(CNC(=O)Nc2ccc(F)cc2)o1
17. Cc1ccc(S(=O)(=O)N2CCN(S(=O)(=O)c3cccs3)CC2)cc1
18. O=C(O)CSCC(=O)NCc1ccccc1Cl

assay / compound	13	14	15	16	17	18
CHRM1 agonist	-9	.	-11	-8	-1	-2
CHRM1 antagonist	2	.	-6	2	23	-3
CHRM1 PAM	7	.	4	-4	-8	10
CHRM4 agonist	1	1	8	1	1	2
CHRM5 PAM	5	1	-2	-4	3	17
TAAR1 ag	1	1	4	23	1	0
M4 antag	8	-16	0	10	11	-7
CHRM5 antagonist	-13	-11	4	-6	-1	-8
M5 ag	-5	3	-4	-7	-1	3

# 11 entries from above, sorted by molecular weight, largest number first.
15. OC(COCCOc1ccc(Br)cc1)CN1CCN(Cc2ccccc2)CC1 (stereo not drawn)
10. CCCCCCCCN1[C@@H](CC(=O)O)c2ccc(C(F)(F)F)cc2S1(=O)=O
13. CNS(=O)(=O)c1cccc(C(=O)NCC2(N3CCOCC3)CCCCC2)c1
7. CCc1ccccc1NC(=O)c1nnn(CC(=O)Nc2cccc(C)c2C)c1N
8. CCOc1ccccc1NC(=O)NC(=O)N(C)S(=O)(=O)c1ccc(C)cc1
12. O=C(O)CCCCCNC(=O)OCC1c2ccccc2-c2ccccc21
16. CCCCN(CC)Cc1ccc(CNC(=O)Nc2ccc(F)cc2)o1
5. CC(C)c1c(C(=O)N/N=C/c2ccsc2)nnn1-c1nonc1N

assay / compound	15	10	13	7	8	12	16	5
CHRM1 agonist	-11	-8	-9	-3	-5	-4	-8	28*
CHRM1 antagonist	-6	-2	2	-1	-4	-7	2	17
CHRM1 PAM	4	7	7	-1	12	8	-4	-7
CHRM4 agonist	8	4	1	2	3	0	1	16
CHRM5 PAM	-2	4	5	-4	9	1	-4	-13
TAAR1 ag	4	12	1	22	1	0	23	105*
M4 antag	0	-10	8	0	11	-11	10	6
CHRM5 antagonist	4	8	-13	7	-10	-6	-6	15
M5 ag	-4	-1	-5	-2	0	-1	-7	17

9. Nc1nc(NCc2ccco2)nc(Nc2ccccc2)c1[N+](=O)[O-]
18. O=C(O)CSCC(=O)NCc1ccccc1Cl
6. O=C1CC(c2ccccc2)Cc2nc3ncnn3cc21 (stereo not drawn)

assay / compound	9	18	6
CHRM1 agonist	1	-2	-3
CHRM1 antagonist	-14	-3	6
CHRM1 PAM	19	10	-10
CHRM4 agonist	0	2	4
CHRM5 PAM	8	17	4
TAAR1 ag	5	0	6
M4 antag	4	-7	-7
CHRM5 antagonist	3	-8	3
M5 ag	5	3	1

# (cont.)
19. Cc1ccc(C)c(OCCCN2CCCC2)c1
20. CC(=O)c1ccc(S(=O)(=O)N2CCN(C(=O)c3ccc(COc4ccccc4)o3)CC2)cc1
21. O=C(CCl)Nc1nc(-c2ccco2)c(-c2ccco2)s1
22. O=C(NC(=O)c1ccc(Cl)cc1)OC1CCCCC1
23. Cc1ccc(SCC(=O)Nc2nncs2)cc1
24. CC(C)Oc1ccccc1/C=N/NC(=O)C1CCCC1

assay / compound	19	20	21	22	23	24
CHRM1 agonist	-7	-2	-5	-4	1	-3
CHRM1 antagonist	-3	18	-5	-11	-9	-15
CHRM1 PAM	-4	-12	13	7	11	10
CHRM4 agonist	2	21	1	0	1	0
CHRM5 PAM	-4	-21	0	-2	-4	-5
TAAR1 ag	18	8	0	13	7	0
M4 antag	4	4	6	5	1	-4
CHRM5 antagonist	0	7	2	-2	11	9
M5 ag	-10	3	-1	-2	-2	-4

25. CCCNc1nc(C)cc(-c2cc(C(=O)NC3CCCC3)on2)n1
26. CCN(CC)c1ccc(NC(=O)CN2CCN(CC(=O)Nc3ccc(OC)cc3)CC2)cc1
27. CCOC(=O)c1ccccc1NC(=O)c1ccc2nccnc2c1
28. CN1/C(=N\O)c2cccc3cccc1c23
29. CCC(C)NC(C(=O)Nc1ccc(Cl)c([N+](=O)[O-])c1)c1ccccc1 (stereo not drawn)
30. O=C(Nc1cccc(Cl)c1)c1ccc(-n2cncn2)c([N+](=O)[O-])c1

assay / compound	25	26	27	28	29	30
CHRM1 agonist	-1	-6	-2	-5	-8	-1
CHRM1 antagonist	2	-13	-6	-9	-7	-3
CHRM1 PAM	9	10	10	9	0	9
CHRM4 agonist	-1	6	1	0	4	13
CHRM5 PAM	3	2	3	-2	-5	-1
TAAR1 ag	4	-1	2	4	7	23
M4 antag	-6	-4	-10	1	-5	5
CHRM5 antagonist	6	7	6	5	6	-1
M5 ag	3	-2	-3	-3	-2	2

31. CC(=O)Oc1ccc(N2C(=O)C3C4C=CC(CC4)C3C2=O)cc1[N+](=O)[O-] (stereo not drawn)
32. Nc1nnc(SCc2ccc([N+](=O)[O-])cc2)s1
33. Cc1ccc(C(C)(C)NC(=O)C2CCC(=O)N(C3CCCCCC3)C2)cc1 (stereo not drawn)
34. N#C/C(C(=O)NCc1ccco1)=C1/SC(Cc2ccc(F)cc2)C(=O)N1c1ccccc1 (stereo not drawn)
35. COc1cccc(NC(=O)c2ccc(S(=O)(=O)N(C)C)cc2)c1
36. O=C1N=C(N2CCOCC2)S/C1=C\c1ccncc1

assay / compound	31	32	33	34	35	36
CHRM1 agonist	-4	-6	1	-3	-7	-3
CHRM1 antagonist	-11	-5	-11	-7	-8	-12
CHRM1 PAM	10	7	-2	2	9	5
CHRM4 agonist	1	1	3	2	2	1
CHRM5 PAM	6	-8	3	2	-4	3
TAAR1 ag	0	3	8	3	-1	2
M4 antag	-12	1	-10	2	-7	-5
CHRM5 antagonist	-13	8	0	2	-2	1
M5 ag	1	-3	2	1	-2	1

37. c1ccc(Cn2ccc(-c3cnc(-c4ccccc4)s3)n2)cc1
38. CCCN1CCN(CCCNC(=O)c2cc3c(s2)-c2c(C)cccc2OC3)CC1
39. Cc1ccccc1N1CCN(C(=S)c2ccc(-c3ccc([N+](=O)[O-])cc3)o2)CC1
40. O=C(NCc1ccccn1)[C@@H]1CCCN1C(=O)[C@@H]1CCCN1C(=O)c1cccc(Cl)c1
41. S=c1nc(-c2ccc(Br)cc2)oc2c1CCCC2
42. CC1CN(c2ccc(Cl)cc2[N+](=O)[O-])CCN1S(C)(=O)=O (stereo not drawn)

assay / compound	37	38	39	40	41	42
CHRM1 agonist	-4	-4	-4	.	-3	-6
CHRM1 antagonist	5	2	1	.	-17	1
CHRM1 PAM	2	-2	-2	.	1	10
CHRM4 agonist	3	4	0	0	1	7
CHRM5 PAM	-4	5	-2	-4	4	4
TAAR1 ag	5	3	-1	1	2	12
M4 antag	-9	-1	5	7	-7	-13
CHRM5 antagonist	10	3	3	-3	-6	-4
M5 ag	-5	-8	2	1	-2	3

43. O=C(O)C1=C[C@H](C2CC2)C[C@H](OCCCCO)O1
44. COc1ccc(Cc2nnc(NC(=O)C3CC(=O)N(CCc4ccc(F)cc4)C3)s2)cc1OC (stereo not drawn)
45. S=c1[nH]nc(C2CCCCC2)n1/N=C/c1ccncc1
46. COc1cc(/C=C2\C(=N)N3N=C(S(C)(=O)=O)SC3=NC2=O)ccc1OC(=O)c1ccco1
47. Nc1cc2c3c(cccc3c1)C(=O)N(CCN1CCCC1)C2=O
48. O=C(C[C@@H]1CC[C@H](NC(=O)Cc2ccccn2)[C@@H](CO)O1)NCCc1ccccc1
49. COC(Cc1nnc(SC)n1-c1ccccc1)OC
50. Cc1cc(Cl)c2oc(C(=O)N3CCN(c4cccc(C)n4)CC3)c(C)c2c1
51. O=C(COc1ccccc1)Nc1ccccc1F

assay / compound	43	44	45	46	47	48	49	50	51
CHRM1 agonist	-3	2	-7	-1	-6	.	-2	-3	1
CHRM1 antagonist	-3	0	-9	-9	-3	.	4	-12	-12
CHRM1 PAM	6	17	7	5	2	.	7	5	15
CHRM4 agonist	1	1	0	0	4	0	1	0	0
CHRM5 PAM	5	10	-1	2	-1	0	1	-2	1
TAAR1 ag	5	-3	10	1	-1	47*	11	6	-1
M4 antag	4	-1	9	0	-11	5	3	1	-3
CHRM5 antagonist	5	-5	1	4	4	3	-6	-4	0
M5 ag	1	-1	-3	-1	-2	-1	1	2	1

# Screens deposited in PubChem BioAssay by The Scripps Research Institute Molecular Screening Center.
